RGS4 block: human RGS4 inhibition; P49798; 310,000 compounds, 0.45% hits; HEK293 M3R/RGS4 inducible, Fluo-4 calcium flux; stronger effect = higher value; triggered by carbachol at its EC20; AID 463165; B-score at 10 µM;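 active means B-score, a plate-corrected calcium signal, over three deviations above library mean, with baseline fluorescence within five deviations of library mean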;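 further: RGS4 expression induced by doxycycline in cells with stable M3 receptor; B-score is computed from the integrated fluorescence ratio over baseline after carbachol; higher B-score means a larger calcium signal and so more RGS4 inhibition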
DYRK1A inh: inhibitors of rat Dyrk1A kinase | Q63470 | ADP-Glo luminescence, NFATc1 peptide | inhibition, % at 12.5 µM | 310,000 compounds, 0.43% hits | AID 504441; in the data active means inhibition above about 50%;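 further: plate controls were vehicle with enzyme for no effect and no enzyme for full effect; many of its hits are not listed in these tables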
hERG rescue: hERG (human) protection from proarrhythmic block | Q12809 | CHO-hERG, FluxOR thallium flux, dofetilide IC70 present | activation (rescue from dofetilide block), less the hit threshold, % at 10 µM | 310,000 compounds, 0.51% hits | AID 1511;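 active means activation above the mean of controls blocked by dofetilide plus 5 SD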;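 further: thallium influx through hERG after potassium depolarization seen as dye fluorescence rise; in these data hits start at about 4.7%; inactives centre near -7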
Target sequence (Q12809 whole entry, looked up): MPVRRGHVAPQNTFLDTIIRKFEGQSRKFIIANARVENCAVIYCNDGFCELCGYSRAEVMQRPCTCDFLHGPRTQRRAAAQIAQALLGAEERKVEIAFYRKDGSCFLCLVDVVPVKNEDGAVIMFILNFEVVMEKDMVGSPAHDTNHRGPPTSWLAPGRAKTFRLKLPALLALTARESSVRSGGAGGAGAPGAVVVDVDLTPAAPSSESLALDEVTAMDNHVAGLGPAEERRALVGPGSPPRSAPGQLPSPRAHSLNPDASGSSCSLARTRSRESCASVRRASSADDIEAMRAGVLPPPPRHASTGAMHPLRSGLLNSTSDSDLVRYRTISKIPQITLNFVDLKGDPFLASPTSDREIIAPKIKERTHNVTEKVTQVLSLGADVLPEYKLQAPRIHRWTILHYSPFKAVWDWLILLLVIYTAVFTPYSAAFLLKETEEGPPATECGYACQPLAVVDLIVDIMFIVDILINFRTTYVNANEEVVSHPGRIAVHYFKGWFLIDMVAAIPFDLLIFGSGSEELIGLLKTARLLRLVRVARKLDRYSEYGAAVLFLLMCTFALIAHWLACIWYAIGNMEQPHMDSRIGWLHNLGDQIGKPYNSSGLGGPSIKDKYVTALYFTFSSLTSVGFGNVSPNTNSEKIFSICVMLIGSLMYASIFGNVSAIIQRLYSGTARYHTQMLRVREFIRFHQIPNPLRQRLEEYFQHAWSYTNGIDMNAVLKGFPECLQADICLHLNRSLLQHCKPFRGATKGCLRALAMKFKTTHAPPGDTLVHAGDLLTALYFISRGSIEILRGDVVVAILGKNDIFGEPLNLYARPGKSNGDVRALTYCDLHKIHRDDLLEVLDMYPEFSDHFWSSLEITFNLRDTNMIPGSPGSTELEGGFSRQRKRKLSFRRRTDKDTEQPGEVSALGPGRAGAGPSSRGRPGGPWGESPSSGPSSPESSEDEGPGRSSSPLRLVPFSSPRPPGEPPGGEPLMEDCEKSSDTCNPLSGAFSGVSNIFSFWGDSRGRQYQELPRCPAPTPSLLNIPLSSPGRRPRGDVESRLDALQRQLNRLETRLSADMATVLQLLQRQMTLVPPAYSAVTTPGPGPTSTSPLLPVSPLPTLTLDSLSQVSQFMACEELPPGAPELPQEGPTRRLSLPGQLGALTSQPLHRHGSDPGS
KCNQ1 block: blocks the human KCNQ1 potassium channel. P51787. CHO-K1 KCNQ1, FluxOR thallium flux fluorescence; stronger effect = higher value. B-score at 10 µM. 310,000 compounds, 1.3% hits. AID 2642;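 active means compounds whose thallium flux B-score, printed positive for inhibition, exceeds three library SD while starting fluorescence stays within three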;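 further: channel opened by potassium depolarization with thallium stimulus after 20 min compound exposure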
KCNK9 inh: inhibitors of human KCNK9 two-pore domain potassium channel; B-score at 10 µM; HEK293 KCNK9, FluxOR thallium flux fluorescence; stronger effect = lower value; 310,000 compounds, 1.2% hits; Q9NPC2;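 active means ratio B-score over 3 SD below the library mean, with starting fluorescence within 5 SD of its mean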;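 further: negative B-score means less thallium flux so channel inhibition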
GSK3B inh: inhibitors of human GSK3beta kinase. 300,000 compounds, 0.038% hits. GST-GSK3beta kinase, ADP-Glo luminescence, 60 min; stronger effect = lower value. activity score (negative = inhibition), % at 10 µM;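 active means more than half of replicate wells score below -50%, meaning over 50% inhibition versus plate controls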;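 further: 0% = median DMSO wells and -100% = median GW8510 positive control wells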
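test system = GST-tagged human GSK3beta kinase, cell-free | reagent = 25 µM ATP with peptide substrate | dosing = one dose of 10 µM per compound | schedule = 60 min reaction, RT | detection = luminescent ADP-Glo measurement of ADP formed | control set = DMSO neutral wells and GW8510 at 20 µM as positive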
KCNK3 block: human KCNK3 channel inhibition, primary screen | B-score at 10 µM | 340,000 compounds, 0.84% hits | O14649 | CHO-KCNK3 thallium flux, FluxOR fluorescence; stronger effect = lower value;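 active means B-score under library mean minus 4 SD, starting fluorescence ratio at most library mean plus 5 SD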;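 further: more negative B-score means stronger inhibition of thallium flux through KCNK3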
KCNQ1 pot: potentiators or activators of human KCNQ1 potassium channel; AID 2648; 310,000 compounds, 0.35% hits; B-score at 10 µM; CHO-K1 KCNQ1, thallium flux FluxOR fluorescence; stronger effect = higher value; P51787;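 active means fluorescence ratio B-score, a plate-corrected score, at least three library SD, with initial intensity B-score within 5 SD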
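Assay system: CHO-K1 cells stably expressing KCNQ1. Medium: assay buffer for compound exposure, DMSO matched across wells. Timing: 37 °C overnight plating, 90-min dark dye load, 20-min compound pretreatment. Signal: kinetic FluxOR fluorescence, 10 s baseline plus 110 s post-stimulus.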
PolyA inhibitor: blocks polyadenylation in yeast reporter cells. 300,000 compounds, 0.02% hits. calls only at 12 µM. S. cerevisiae SKY197-pL101 polyadenylation reporter, beta-gal luminescence; efflux-impaired pdr1/pdr3 knockout yeast; score 100 = 6 SD above DMSO;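 active means lowest replicate activity score at least 50, where 100 means six control SD above control mean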;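 further: yeast exposed to compound for 9 h at 30 °C; higher score means more reporter readthrough which indicates perturbed polyadenylation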
GSK3 alpha inh: human GSK-3 alpha kinase inhibition | P49840 | ADP-Glo luminescence, 60 min | inhibition, % at 10 µM | 320,000 compounds, 0.1% hits;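 in the data active means inhibition above about 50%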;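 further: GST-tagged GSK-3 alpha with peptide substrate and 25 µM ATP; 0% = DMSO neutral wells and 100% = GW8510 positive control wells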
RGS4 act: RGS4 potentiation or activation; HEK293 M3R/inducible RGS4, carbachol calcium flux Fluo4; stronger effect = lower value; B-score at 10 µM; 310,000 compounds, 0.92% hits;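 active means B-score of the integrated calcium signal more than 4 SD below the library mean, with starting fluorescence not abnormally high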;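 further: negative B-score means reduced calcium response which marks RGS4 activation or potentiation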
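Assay system: Inducible-RGS4 HEK293 cells carrying M3 receptor | Schedule: Compound preincubation 20 min at room temperature before agonist | Signal: Kinetic calcium fluorescence imaging with Fluo4-AM dye, 2 µM | Read-out basis: B score from integrated fluorescence ratio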
* marks the source's active call; other numbers are inactive results; i = inactive; . = not tested or not shown. These rows are one share of the data. The share of hits here may be higher or lower than overall.

SMILES	RGS4 block	DYRK1A inh	hERG rescue	KCNQ1 block	KCNK9 inh	GSK3B inh	KCNK3 block	KCNQ1 pot	PolyA inhibitor	GSK3 alpha inh	RGS4 act
O=C(NCc1ccccc1)NC1CCS(=O)(=O)C1 (stereo not given)	i	-3.7	0.8	i	i	-0.3	i	i	i	1.7	i
C=CCSc1nnc2n(-c3ccccc3OC)c(=O)c3c4c(sc3n12)CCC4	i	.	-12.9	i	i	0.5	.	i	i	1.8	i
O=C(NC(=S)Nc1ccc(N2CCCCC2)c(Cl)c1)c1cccs1	i	5.5	12.6*	i	i	2.6	i	65*	i	-2.9	i
CC(C)c1ccc(/C=C2\NC(=O)NC2=O)cc1	i	7.3	-6.2	i	i	-7.2	i	i	i	24.7	-8.02*
COc1cc(C(=O)NCCNc2nc3cc(C)ccc3cc2C#N)cc(OC)c1OC	i	.	-0.4	i	i	1.5	i	i	i	-1.7	i
Cc1nn(C)c(C(=O)N/N=C/c2cccnc2)c1Br	i	3.8	-8.9	i	i	-1.5	i	i	i	-0.1	i
Cc1nc(N2CCOCC2)c2cc(-c3ccccc3)sc2n1	i	8.1	-15.8	i	i	-2.8	i	i	i	-0.9	i
Cc1cnc(NC(=O)CSc2nnc3ncccn23)s1	i	-2.4	-1.6	i	i	1.2	i	i	i	2.2	i
COc1ccc(OC)c(/C=N/n2c(C)nc3ccccc3c2=O)c1	i	.	-9.2	i	i	0.4	i	i	i	-1.6	i
O=C(c1ccc(Cl)c([N+](=O)[O-])c1)N(c1ccccn1)c1ccccn1	i	-0.9	-5.1	i	i	3.2	i	i	i	5.9	i
COc1ccc(C(=O)OCn2nnc3ccccc3c2=O)cc1	i	-1.2	-15.2	i	i	3.1	i	i	i	-0.9	i
CC1CCc2nn(CC(=O)N3CCCCCC3)cc2C1 (stereo not given)	i	10.7	-2.3	i	i	-0.6	i	i	i	-2.3	i
Cc1cccc(Oc2ccc(S(=O)(=O)N3CCCCC3)cc2N)c1	i	-0.1	-23.4	i	-10.5*	-2.5	i	i	i	-2.9	i
Cc1ccccc1NC(=O)Cn1c(=O)oc2ccccc21	i	.	-4.2	i	i	-0.4	i	i	i	-0.2	i
c1ccc(-c2csc3nnc(SCc4ccc5c(c4)OCO5)n23)cc1	i	57.9*	-1.6	i	i	-4.1	i	i	i	8.6	i
CCOc1ccc2nc(NC(=O)C(NS(=O)(=O)c3cccc4nsnc34)C(C)C)sc2c1 (stereo not given)	i	3.2	-5.3	i	i	-1.4	i	i	i	0.9	i
Cc1cccc(C(=O)NNC(=O)CSc2nnc(C(C)C)n2C)c1	i	1.0	-5.1	i	i	2.7	i	i	i	3.4	i
Cc1nnc(NC(=O)CN2CCN(Cc3ccccc3Cl)CC2)s1	i	14.7	-10.2	i	i	-9.4	i	i	i	-1.8	i
COc1ccccc1OCC(=O)Nc1ccccc1C(=O)NCc1cccnc1	i	0.2	-7.8	i	i	0.2	i	i	i	-2.5	i
O=C(O)c1ccccc1SCCS(=O)(=O)c1ccc(Cl)cc1Cl	i	-4.5	-4.4	i	i	3.4	i	i	i	8.2	i
COc1ccc(NC(=O)c2sccc2C)cn1	i	-0.6	1.8	i	i	-1.2	i	i	i	0.0	i
c1ccc(Cn2nnc3c(NCC4CCCO4)ncnc32)cc1 (stereo not given)	i	-0.5	-12.3	i	i	-1.3	i	i	i	-2.8	i
COCCCNc1oc(-c2cccs2)nc1S(=O)(=O)c1ccc(C)cc1	i	.	-14.2	i	i	0.3	i	i	i	-2.6	i
O=C(CSc1nnc(NC2CCCCC2)s1)NN1C(=O)NC2(CCCCC2)C1=O	i	-0.7	-3.7	i	i	1.0	i	i	i	1.6	i
Cc1ccc(Cl)cc1NC(=S)N(CCCN1CCN(C)CC1)Cc1cccs1	i	-1.5	-6.1	i	i	0.8	i	i	i	-9.5	i
CCc1ccccc1N(CC(=O)N1CCN(c2ccccc2)CC1)S(C)(=O)=O	i	-5.6	-9.9	i	i	-0.6	i	i	i	-0.3	i
COc1ccc(C2=C(c3ccc([N+](=O)[O-])cc3)C(=O)OC2)cc1	i	.	-15.8	i	i	1.6	i	i	i	0.5	i
CC(=O)c1cn(CC(=O)Nc2ccccc2F)c2ccccc12	i	2.6	-1.2	i	i	.	i	i	i	3.2	i
O=CNCC(=O)NCCc1ccc(Cl)cc1	i	1.3	-4.9	i	i	1.9	i	i	i	-4.2	i
Cc1ccc(NC(=S)N2CCCCC2)cc1C	i	-10.5	-10.1	i	i	-2.5	i	i	i	-0.6	i
Cc1c(NC(=O)c2cc(=O)[nH]c3ccccc23)c(=O)n(-c2ccccc2)n1C	i	1.9	-11.9	i	i	0.6	i	i	i	-0.8	i
COC(=O)c1ccc(C(=O)NC2CC(C)(C)Cc3c2cnn3-c2ccc(F)cc2)nc1 (stereo not given)	i	0.5	-8.4	i	i	-0.1	i	i	i	-1.6	i
O=C(CCC(=O)Nc1ccccc1Cl)N/N=C/c1c[nH]c2ccccc12	i	6.7	-9.0	i	i	0.8	i	i	i	-0.7	i
O=C(O)CC(CP(=O)(c1ccccc1)c1ccccc1)C(=O)O (stereo not given)	i	-1.6	-7.7	i	i	1.3	i	i	i	-3.9	i
O=C(c1cccc(Cl)c1)N1CCN(CCCc2ccccc2)CC1	i	-0.9	-1.6	i	i	6.6	i	i	i	-3.6	i
CCn1ncc2c1C(=O)NC1c3ccccc3C(=O)N21 (stereo not given)	i	1.7	-10.8	i	i	-2.6	i	i	i	3.4	i
COc1ccc(N)c2c1C(=O)c1ccccc1C2=O	i	30.4	-12.1	i	i	-8.2	i	i	i	8.5	i
CC(C)(C)SCCNC(=O)c1cccc([N+](=O)[O-])c1	i	-1.7	-1.6	i	i	5.6	i	i	i	-0.4	i
CC1=C(C(=O)OCC2CCCO2)C(c2coc3ccc(Cl)cc3c2=O)C2=C(CCCC2=O)N1 (stereo not given)	i	-5.0	-17.9	i	i	5.0	i	i	i	-0.6	i
CC(=O)N(C(C)=O)n1c(C)nc2sc3c(c2c1=O)CCCC3	i	2.8	-7.0	i	i	-2.0	i	i	i	0.1	i
O=C(OCC(=O)N1CCCC1)c1c(Cl)cccc1Cl	i	-6.3	-6.9	i	i	-1.8	i	i	i	-3.0	i
Cc1ccc(NC(=S)Nc2cccc3cnccc23)cc1	i	29.9	-17.3	i	i	1.1	i	i	i	4.6	i
COc1ccc(OCCC(=O)Nc2nccs2)cc1	i	-1.6	-6.4	i	i	1.0	i	i	i	-0.7	i
COc1cccc(-c2cc(C(=O)NCCN3CCOCC3)no2)c1	i	9.5	-4.4	i	i	-0.3	i	i	i	5.1	i
Cc1c(C(=O)Nc2ccc(F)cc2)oc2ccc(S(=O)(=O)N3CC(C)CC(C)C3)cc12 (stereo not given)	i	-6.7	-2.1	i	i	2.8	i	i	i	-0.9	i
COCCCNC(=S)N1CCN(c2nc(C)nc3sc4c(c23)CCCC4)CC1	i	4.8	-14.3	i	i	1.6	i	i	i	-0.4	i
CCc1ccc(NS(=O)(=O)c2ccc(OC)c3ncccc23)cc1	i	-0.7	-2.8	i	i	-1.0	i	i	i	3.4	i
C=CCNC(=O)c1c(O)c2cccc3c2n(c1=O)CCC3	i	6.6	-9.2	i	i	-1.2	i	i	i	-4.1	i
COc1ccc(Br)cc1C(=O)Nc1nnn(C)n1	i	-2.0	-2.4	i	i	-1.2	i	i	i	3.5	i
S=C(Nc1ccccc1)N1CCN(C(=S)c2ccccc2)CC1	i	-3.8	-6.4	i	i	-3.6	i	i	i	0.9	i

(more compounds)
SMILES	RGS4 block	DYRK1A inh	hERG rescue	KCNQ1 block	KCNK9 inh	GSK3B inh	KCNK3 block	KCNQ1 pot	PolyA inhibitor	GSK3 alpha inh	RGS4 act
CCc1c(C)[nH]c2nc3ccccc3n2c1=O	i	-4.8	-16.7	i	i	0.3	i	i	i	.	i
CC1CCC(NC(=O)c2ccc(COc3ccccc3)o2)CC1 (stereo not given)	i	1.9	2.3	i	i	.	i	i	i	-2.7	i
CCOC(=O)CSc1nc2sc(C(=O)O)c(C)c2c(=O)[nH]1	i	-3.0	0.6	i	i	1.4	i	i	i	-1.2	i
CCc1nc(SCC(=O)NCCc2ccccc2)n[nH]1	i	-2.5	-7.6	i	i	2.4	i	i	i	-0.8	i
CC(=O)OC1OCCOC1NC(=S)Nc1ccc(C)cc1 (stereo not given)	i	-1.8	-7.4	i	i	2.5	i	i	i	-1.8	i
CC1Cc2ccccc2N1C(=O)C1CCN(S(=O)(=O)Cc2ccccc2)CC1 (stereo not given)	i	-9.3	-8.5	i	i	-4.9	i	i	i	0.5	i
COc1ccc(C(=O)c2sc3nc(C)cc(-c4cccs4)c3c2N)cc1	i	-20.7	-22.6	6*	i	0.6	i	i	i	.	i
COc1cccc(NC(=O)CCS(=O)(=O)c2cc3c(cc2Cl)NC(=O)CO3)c1	i	.	-11.2	i	i	-1.6	i	i	i	-0.3	i
FC(F)(F)C(F)(F)c1nnc2ccc(-n3ccnc3)nn12	i	-8.4	-14.9	i	i	-0.5	i	i	i	-1.0	i
CCc1nc(N2CCCCC2C)c2oc3ccccc3c2n1 (stereo not given)	i	7.0	-11.2	i	i	3.0	i	i	i	2.4	i
CCCC(=O)NC(Nc1ccc(S(=O)(=O)Nc2ncccn2)cc1)(C(=O)OCC)C(F)(F)F (stereo not given)	i	0.2	-6.5	i	i	0.9	i	i	i	-1.5	i
CC(NCc1ccccc1Cl)C(=O)Nc1ccc(C#N)cc1 (stereo not given)	i	-2.1	-13.6	i	i	3.1	i	i	i	-6.8	i
CC1CCN(S(=O)(=O)c2ccc(NC(=O)CN3CCN(c4ccccc4)CC3)cc2)CC1	i	20.2	1.0	i	i	-0.2	i	i	i	-2.1	i
Cc1c(CCO)c(=O)n2c([nH]c3ccccc32)c1C#N	i	15.3	-4.4	i	i	1.9	i	i	i	-1.5	i
CCN1C(=O)C(CC(=O)Nc2ccc(OC)cc2)N(CCc2ccc(OC)cc2)C1=S (stereo not given)	i	3.8	-26.2	6*	i	-2.4	i	i	i	-2.3	i
Cc1ccc(C)c(NC(=O)c2cc(-c3ccccc3)nn2-c2ccccc2)c1	i	1.0	-15.0	i	i	1.5	i	i	i	-1.0	i
CCOCCOCCC(C(=O)OCC)P(=O)(c1ccccc1)c1ccccc1 (stereo not given)	i	2.4	-8.8	i	i	2.1	i	i	i	-1.8	i

Screens deposited in PubChem BioAssay by several laboratories.
